# NR2F2 inh – NR2F2 transcriptional activity inhibitors, primary screen, cell-based, luciferase reporter, HEK293T, luminescence; COUP transcription factor 2 (Homo sapiens), P24468; HEK293T NGFI-A luciferase reporter; inhibition, % at 8.6 µM; 370,000 compounds, 0.7% hits;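 active = inhibition above a per-plate cutoff, mean inhibition of test wells between control levels plus 3 SD, cut at about 38% in these data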;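 also: cells cotransfected with COUP-TFII expression vector driving the NGFI-A reporter; 0% = median of COUP-TF2 test wells and 100% = reporter-only cells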
# NR5A2 inv ag – LRH-1 (NR5A2) inverse agonists, primary screen, cell-based, luminescence, HEK293T, StAR-luciferase reporter; 360,000 compounds, 0.13% hits; LRH-1 transfected, 24 h; inhibition, % at 3.6 µM; Nuclear receptor subfamily 5 group A member 2 (Homo sapiens), O00482;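 active = inhibition above the mean inhibition of all tested compounds plus 3 SD, cut at about 73% in these data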;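 also: 0% = DMSO wells and 100% = reporter-only cells lacking LRH-1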
# NCOA1 inh – SRC1 coactivator transcriptional activity inhibitors, primary screen, cell-based, luminescence; Nuclear receptor coactivator 1 (Homo sapiens), Q15788; HEK293 GAL4-SRC1 luciferase reporter; inhibition, % at 3.6 µM; 360,000 compounds, 0.12% hits; AID 588354, 2011;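 active = inhibition above the campaign mean plus 3 SD, with each screening campaign given its own cutoff, cut at about 60% in these data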;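 also: 0% = DMSO treated cells and 100% = gossypol at 36 µM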
# TRAIL sens C8 – viability loss with TRAIL in NB7+C8 cells, primary screen, TRAIL sensitizer project, cell-based, ATPlite luminescence | inhibition (viability loss, TRAIL sensitization), % at 10 µM | 360,000 compounds, 1% hits | AID 624354, 2012;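 active = compounds causing at least 50% loss of cell viability in the single-dose screen, relative to plate controls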
# SRC3 inh – SRC3 coactivator transcriptional activity inhibitors, primary screen, cell-based, luminescence | HEK293 GAL4-SRC3 luciferase reporter | inhibition, % at 3.6 µM | 360,000 compounds, 0.17% hits;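 active = inhibition above a per-campaign cutoff, the mean of all compounds plus 3 SD, cut at about 60% in these data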;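 also: 0% = DMSO-treated cells and 100% = gossypol-treated cells at 36 µM; higher means less SRC3-driven luciferase light from the GAL4 reporter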
# KKLEB cytotox – cytotoxicity in KKLEB CF airway cells, primary screen, cytotoxicity control for CF NF-kB inhibitor project, cell-based, uHTS, fluorescence assay plates. KKLEB CF airway cells viability, ATPlite luminescence, overnight; stronger effect = lower value; cells stimulated with P. aeruginosa culture filtrate. activity change (cytotoxicity), % at 5 µM. 360,000 compounds, 0.36% hits;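 active = corrected activity change at or below -50% at 5 µM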
# NCOA2 inhibitor – inhibition of GAL4-SRC2 driven luciferase reporter, primary screen, SRC2 inhibitor project, cell-based, luminescence. AID 651957, 2012. Nuclear receptor coactivator 2 (Homo sapiens), Q15596. inhibition, % at 9 µM. HEK293 GAL4-SRC2 luciferase reporter. 370,000 compounds, 0.17% hits;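 active = inhibition above the mean inhibition of all tested compounds plus 3 SD, set per campaign, cut at about 52% in these data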;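 also: 0% = DMSO treated cells and 100% = cells given Gossypol at 36 µM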
# Target sequence (Q15596 whole entry, looked up, the tested form may be a part): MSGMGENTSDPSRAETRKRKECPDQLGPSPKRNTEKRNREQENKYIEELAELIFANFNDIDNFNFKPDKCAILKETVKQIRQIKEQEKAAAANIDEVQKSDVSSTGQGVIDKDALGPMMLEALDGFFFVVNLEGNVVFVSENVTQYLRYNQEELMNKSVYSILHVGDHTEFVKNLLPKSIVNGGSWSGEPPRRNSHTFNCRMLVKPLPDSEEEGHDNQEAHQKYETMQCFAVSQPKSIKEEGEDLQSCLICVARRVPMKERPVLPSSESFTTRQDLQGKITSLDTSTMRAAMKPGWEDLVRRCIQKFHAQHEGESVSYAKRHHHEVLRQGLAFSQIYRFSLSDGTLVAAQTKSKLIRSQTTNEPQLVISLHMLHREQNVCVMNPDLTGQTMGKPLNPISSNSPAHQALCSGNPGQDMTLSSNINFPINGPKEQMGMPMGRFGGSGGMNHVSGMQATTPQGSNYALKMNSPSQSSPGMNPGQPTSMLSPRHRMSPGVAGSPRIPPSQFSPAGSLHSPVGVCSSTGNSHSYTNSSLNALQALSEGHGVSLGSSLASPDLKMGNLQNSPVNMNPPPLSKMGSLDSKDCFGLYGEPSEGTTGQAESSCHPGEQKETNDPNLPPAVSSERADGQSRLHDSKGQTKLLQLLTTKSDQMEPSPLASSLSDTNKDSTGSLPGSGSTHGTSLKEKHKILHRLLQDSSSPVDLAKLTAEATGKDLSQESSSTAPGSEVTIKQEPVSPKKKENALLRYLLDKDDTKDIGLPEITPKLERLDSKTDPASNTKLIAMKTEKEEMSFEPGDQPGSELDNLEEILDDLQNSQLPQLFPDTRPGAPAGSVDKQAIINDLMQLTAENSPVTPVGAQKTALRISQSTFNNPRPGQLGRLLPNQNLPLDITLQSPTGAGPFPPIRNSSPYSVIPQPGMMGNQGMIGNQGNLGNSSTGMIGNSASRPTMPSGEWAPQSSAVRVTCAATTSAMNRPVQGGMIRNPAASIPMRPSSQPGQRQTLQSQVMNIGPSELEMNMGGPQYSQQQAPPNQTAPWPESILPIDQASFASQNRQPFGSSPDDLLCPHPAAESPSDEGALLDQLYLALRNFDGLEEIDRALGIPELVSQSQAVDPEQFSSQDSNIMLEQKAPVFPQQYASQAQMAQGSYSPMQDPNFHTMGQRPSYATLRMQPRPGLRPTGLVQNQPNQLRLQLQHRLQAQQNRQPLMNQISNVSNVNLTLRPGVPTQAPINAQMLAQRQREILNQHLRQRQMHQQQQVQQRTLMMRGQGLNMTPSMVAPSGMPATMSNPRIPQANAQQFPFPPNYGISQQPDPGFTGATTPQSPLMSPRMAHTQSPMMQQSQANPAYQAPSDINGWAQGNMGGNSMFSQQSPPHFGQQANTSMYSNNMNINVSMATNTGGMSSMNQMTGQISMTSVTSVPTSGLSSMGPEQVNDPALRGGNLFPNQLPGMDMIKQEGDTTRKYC
# TWEAK-Fn14 inh – inhibitors of TWEAK-Fn14 signaling, primary screen, luciferase reporter cells, uHTS; inhibition, % at 10 µM; 360,000 compounds, 2% hits; TWEAK-stimulated Fn14 reporter cells, luciferase luminescence, 8 h; in the data active = inhibition above about 50%
# CF NFkB inh – inhibitors of PAF-induced NF-kB signaling, primary screen, cell-based, GFP fluorescence, uHTS; 360,000 compounds, 0.86% hits; AID 588850, 2011; KKLEB NF-kB-GFP reporter, GFP fluorescence overnight; inhibition, % at 5 µM;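 active = at least 50% inhibition at 5 µM, scaled per plate between neutral and stimulator controls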;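 also: PAF is a Pseudomonas aeruginosa culture filtrate used as stimulus; plate controls were PAF-stimulated DMSO wells for no effect and unstimulated DMSO wells for full effect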
# LMP1 NFkB inh – EBV LMP1-driven NF-kappaB luciferase reporter inhibitors, primary screen, cell-based, luminescence, single point | 350,000 compounds, 0.69% hits | inhibition, % at 12.5 µM | LMP1-induced NF-kappaB luciferase reporter cells; in the data active = inhibition above about 41%;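 also: 0% = neutral control wells and 100% = reference inhibitor control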
# TROY NFkB inh – inhibitors of TROY-driven NF-kB signaling, primary screen, Q293 LMP1-TROYcd cells, NF-kB luciferase, uHTS; Q293 LMP1-TROYcd NF-kB luciferase reporter, 4 h; inhibition, % at 10 µM; 360,000 compounds, 0.98% hits; AID 1347056, 2019;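 active = compounds whose plate-normalised and pattern-corrected inhibition of the luciferase reporter signal at the single screening dose is 50% or more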
# An asterisk follows results filed as active; . = not tested or not shown.
SMILES,NR2F2 inh,NR5A2 inv ag,NCOA1 inh,TRAIL sens C8,SRC3 inh,KKLEB cytotox,NCOA2 inhibitor,TWEAK-Fn14 inh,CF NFkB inh,LMP1 NFkB inh,TROY NFkB inh
O=C(COC(=O)Cc1ccccc1F)NCCNC(=O)COC(=O)Cc1ccccc1F,6,9,-40,8,1,3,11,-7,4,-1,-7
Cc1ccc(Sc2nc3ccc(C)cn3c(=O)c2/C=N/O)cc1,4,-5,-62,-1,-11,-12,18,-2,-14,-6,14
CCOc1ccc(CCNc2nc3c(c(=O)n(C)c(=O)n3C)n2CC)cc1OCC,6,0,11,21,14,12,25,5,5,17,13
CC(=O)OCCSc1c(-c2ccccc2)c2cc(Cl)ccc2[nH]c1=O,12,-12,-15,-3,12,0,-5,21,6,-2,13
O=C(CN1C(=O)S/C(=C\c2ccc(O)cc2)C1=O)c1ccccc1,0,-4,-51,15,-15,10,2,-18,5,-4,18
O=C(CNC(=O)c1ccc(Br)cc1)NCCc1nc2ccccc2[nH]1,2,-6,0,0,8,2,5,2,3,-4,4
O=C(O)CC1(CC(=O)Nc2ccccc2C(=O)c2ccccc2)CCCC1,14,-7,1,-5,8,-13,-33,12,3,0,9
c1ccc(CCNc2ncnc3ccccc23)cc1,57*,-54,-22,43,11,-13,15,68*,46,-6,25
COC(=O)c1ccccc1NS(=O)(=O)c1ccc(Cl)nc1,-5,-19,4,-2,10,13,2,23,-3,4,4
N#C/C(=C\c1ccc(-c2ccccc2Cl)o1)C(=O)Nc1nc2ccccc2s1,-1,-4,-10,-12,-16,15,-1,-8,-2,-15,16
O=C(NC1CC1)c1ccc(-c2ccccc2)cc1,-51,-66,-52,5,-19,-3,-35,-4,1,-3,-41
Cc1ccccc1NC(=O)CSc1nc2ccccc2o1,-28,-5,-18,-12,-14,8,-42,-20,-2,-18,14
COc1ccc(N2CCN(C(=O)COC(=O)[C@@H](NC(=O)OCc3ccccc3)C(C)C)CC2)cc1,17,1,1,13,3,-3,24,7,5,10,11
COc1cccc(NC(=O)CN(C)C(=O)c2cccc(S(=O)(=O)Nc3ccc(C)cc3)c2)c1,6,17,-3,-6,-9,-1,11,12,-7,1,9
COc1cc(OC)c(C2C(C(=O)Nc3ccc(C)cc3C)=C(C)Nc3ncnn32)cc1OC (stereo not drawn),-2,-4,4,-3,6,0,4,2,-4,1,0
Cc1ccc(C(=O)NCCc2nnc3ccc(NCCCN4CCOCC4)nn23)cc1,5,15,-10,-8,9,-4,-28,-8,10,6,11
Cc1ccsc1C(=O)C1CCCN(Cc2cc(F)ccc2-n2cccn2)C1 (stereo not drawn),3,18,11,17,21,-25,-12,-6,9,1,7
O=C(Oc1ccc(=O)[nH]n1)c1ccccc1,9,-20,-8,-17,11,3,-4,-7,-41,4,-18
CCc1cc2c(NC(Cc3c[nH]c4ccccc34)C(=O)O)nc(C)nc2s1 (stereo not drawn),-1,5,-5,-9,11,2,-16,-15,-8,2,-13
COc1cc2c(cc1OC)C(C(=O)NC(C)c1ccccc1)CC(=O)N2 (stereo not drawn),6,-17,1,-16,-8,4,-9,8,7,1,-2
Fc1cccc(F)c1-n1c(CN2CCCCC2)csc1=S,2,13,2,-4,-2,9,-2,18,5,6,-11
CCOC(=O)c1ccc(NS(=O)(=O)c2cnc[nH]2)cc1,6,0,-3,-5,7,-2,2,-5,-5,-2,17
CC1(C)CC(=O)C(CC(=O)N2CCC(Cc3ccccc3)CC2)C(=O)C1,10,-10,-16,-5,1,5,-28,6,-27,1,14
Cc1ccc(C)c(CC(=O)N2CCCC(c3cc(C(=O)Nc4ccc5c(c4)OCO5)no3)C2)c1 (stereo not drawn),-13,-26,1,5,0,-9,-9,13,1,.,16
COc1ccccc1CNC(=O)c1ccc(-c2ccccc2Cl)o1,-21,-46,-14,-4,-22,-1,-21,-31,-3,-7,-52
SMILES,NR2F2 inh,NR5A2 inv ag,NCOA1 inh,TRAIL sens C8,SRC3 inh,KKLEB cytotox,NCOA2 inhibitor,TWEAK-Fn14 inh,CF NFkB inh,LMP1 NFkB inh,TROY NFkB inh
O=C(CCC(=O)OCC(=O)c1cccc([N+](=O)[O-])c1)Nc1cccc(Cl)c1Cl,-11,13,-6,14,-17,-1,6,-20,-4,3,10
CNc1cncc(-c2cc(OC)c(OC)c(OC)c2)n1,-43,2,13,1,2,-4,-1,-1,-10,.,-4
CCOc1ccccc1N(CC(=O)Nc1ccc(S(=O)(=O)N2CCOCC2)cc1)S(=O)(=O)c1ccc(Cl)cc1,-16,5,-7,2,5,-27,-19,14,12,-9,-4
Cn1c(SCC(=O)N(Cc2ccccc2)C(C)(C)C)nc2ccccc21,.,-3,-5,1,12,-4,.,3,15,-10,-8
O=C(Cc1cccc2ccccc12)N/N=C/c1ccc(O)c([N+](=O)[O-])c1,8,-9,-7,-1,9,-4,16,-3,9,0,-11
CCCCN(C(=O)C(CCSC)N1C(=O)c2ccccc2C1=O)c1c(N)n(CCC)c(=O)[nH]c1=O (stereo not drawn),-13,-8,5,-13,2,12,-28,6,5,4,0
CN1CCCC(C)(C(=O)Nc2cccc(Oc3ccccc3)c2)C1 (stereo not drawn),-6,0,-22,17,-12,2,1,-1,6,.,-6
CCNC(=O)C1CCCN(Cc2ccc3ccccc3c2Br)CC1 (stereo not drawn),.,12,1,-6,-18,-5,.,2,1,.,6
Cc1ccc2nc(C3CCCCC3)c(Cc3ccccc3C(F)(F)F)n2c1,10,-3,6,4,9,5,-43,-1,-1,.,6
NC(=O)c1ccc2c(=O)c(O)c(-c3cc(Cl)c(N)c(Cl)c3)[nH]c2c1,-4,22,6,-8,10,-7,7,0,-11,-1,-7
Cc1occc1C(=O)NNS(=O)(=O)c1ccc([N+](=O)[O-])cc1,16,10,-3,-44,-14,-2,-8,11,-5,4,13
COc1ccc(CCNC(=O)COC(=O)c2ccc(N3CCCC3=O)cc2)cc1OC,7,12,-13,0,13,-11,-1,3,-4,-2,4
COc1ccc(NC(=O)N2CCCC2)cc1OC,-4,-5,-22,-13,8,-6,-37,9,6,4,10
Cc1cc(C(=O)N/N=C/c2c3ccccc3cc3ccccc23)n[nH]1,-1,5,-17,29,-1,-11,-16,38,-20,7,-26
COc1ccccc1N(C(=O)CNC(=O)c1ccco1)C(C(=O)NC1CCCC1)c1ccco1 (stereo not drawn),-12,14,4,-7,15,-4,-8,8,3,2,3
Cc1ccc([N+](=O)[O-])c(OCCCNCC(C)O)c1 (stereo not drawn),9,-10,-2,-7,0,-2,3,-17,6,-5,-9
O=C(NCCCN1CCOCC1)c1ccc(S(=O)(=O)Nc2ccccc2)cc1,-4,14,-21,8,1,-8,-6,-16,-32,4,1
CCOC(=O)c1c(C)nc2ncccn12,-6,-9,9,-12,2,5,-10,5,-2,6,-17
COc1ccc(N(CC(=O)NC2CC3CCC2C3)S(=O)(=O)c2ccccc2)cc1Cl (stereo not drawn),13,-3,-1,-30,0,-8,-17,91*,12,-3,11
CCCn1cnc2c(SCc3ccccc3F)nc(N)nc21,-22,-50,-71,3,-65,-1,-50,-25,18,-10,-36
COC(=O)/C(=C\c1ccc(O)cc1)c1nc2ccccc2[nH]1,-18,-54,-40,-3,-18,6,-45,-3,-4,1,-24
O=C/C(=C\Nc1ccc(Cl)cn1)c1nc2ccccc2o1,-5,2,-16,-3,0,2,-8,-8,-5,-4,-32
C/C(=N/NC(=O)c1cc(C)[nH]n1)c1ccncc1,-4,-19,-49,-1,-22,2,-18,3,-37,-7,-2
Cc1c(C(=O)N2CCN(S(=O)(=O)c3ccccc3F)CC2)oc2c(Cl)cccc12,-1,4,12,20,10,0,8,-27,9,-5,-22
COc1ccc(C(=O)Nc2cc([N+](=O)[O-])ccc2N2CCCC2)cc1,10,9,-1,1,13,-1,13,5,-1,2,-8
CCCc1nnc(NC(=O)c2ccc(S(=O)(=O)N(C)c3ccccc3OC)cc2)s1,-4,-15,-5,-24,10,4,-11,8,-20,1,17
CC(=O)Nc1nc(NC(=O)C(Cl)(Cl)Cl)n(-c2ccccc2)n1,0,7,7,1,-23,4,-7,-4,-15,11,11

# Of the compounds above, these have an NH in an aromatic ring.
SMILES,NR2F2 inh,NR5A2 inv ag,NCOA1 inh,TRAIL sens C8,SRC3 inh,KKLEB cytotox,NCOA2 inhibitor,TWEAK-Fn14 inh,CF NFkB inh,LMP1 NFkB inh,TROY NFkB inh
CC(=O)OCCSc1c(-c2ccccc2)c2cc(Cl)ccc2[nH]c1=O,12,-12,-15,-3,12,0,-5,21,6,-2,13
O=C(CNC(=O)c1ccc(Br)cc1)NCCc1nc2ccccc2[nH]1,2,-6,0,0,8,2,5,2,3,-4,4
O=C(Oc1ccc(=O)[nH]n1)c1ccccc1,9,-20,-8,-17,11,3,-4,-7,-41,4,-18
CCc1cc2c(NC(Cc3c[nH]c4ccccc34)C(=O)O)nc(C)nc2s1 (stereo not drawn),-1,5,-5,-9,11,2,-16,-15,-8,2,-13
CCOC(=O)c1ccc(NS(=O)(=O)c2cnc[nH]2)cc1,6,0,-3,-5,7,-2,2,-5,-5,-2,17
CCCCN(C(=O)C(CCSC)N1C(=O)c2ccccc2C1=O)c1c(N)n(CCC)c(=O)[nH]c1=O (stereo not drawn),-13,-8,5,-13,2,12,-28,6,5,4,0
NC(=O)c1ccc2c(=O)c(O)c(-c3cc(Cl)c(N)c(Cl)c3)[nH]c2c1,-4,22,6,-8,10,-7,7,0,-11,-1,-7
Cc1cc(C(=O)N/N=C/c2c3ccccc3cc3ccccc23)n[nH]1,-1,5,-17,29,-1,-11,-16,38,-20,7,-26
COC(=O)/C(=C\c1ccc(O)cc1)c1nc2ccccc2[nH]1,-18,-54,-40,-3,-18,6,-45,-3,-4,1,-24
C/C(=N/NC(=O)c1cc(C)[nH]n1)c1ccncc1,-4,-19,-49,-1,-22,2,-18,3,-37,-7,-2

# Screens deposited in PubChem by several laboratories.
